Assay outcomes from PubChem BioAssay.
MEKK3 PB1 HTS: MEKK3-MEK5 PB1 interaction, increase or decrease; binding response (% of control), % at 10 µM; Q99759; 1.4% of 290,000 active; AID 1529; bead-based flow cytometry, Alexa488-MEK5 binding to MEKK3; actives lie on both sides; 0 = blocked by unlabeled MEK5, 100 = vehicle;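 active means binding response more than 3 SD above or below the average of its plate-row segment, actives on both sides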;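 further: Alexa488 bead fluorescence after subtracting the streptavidin-only scavenger bead signal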
GalR3 antag: human GalR3 antagonism. inhibition, % at 3 µM. HEK293 GalR3-CNG cAMP membrane potential fluorescence; galR3 body fused to GalR1 C-terminus. O60755. 0.44% of 360,000 active;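 active means inhibition above the screen-wide average plus 3 SD, cut at about 13% in these data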;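 further: forskolin and galanin both at EC90 stimulate the cells; cAMP rise reported by CNG channel membrane potential dye signal; 0% = forskolin plus galanin with DMSO and 100% = forskolin alone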
Target sequence (O60755 1-299 limits assumed): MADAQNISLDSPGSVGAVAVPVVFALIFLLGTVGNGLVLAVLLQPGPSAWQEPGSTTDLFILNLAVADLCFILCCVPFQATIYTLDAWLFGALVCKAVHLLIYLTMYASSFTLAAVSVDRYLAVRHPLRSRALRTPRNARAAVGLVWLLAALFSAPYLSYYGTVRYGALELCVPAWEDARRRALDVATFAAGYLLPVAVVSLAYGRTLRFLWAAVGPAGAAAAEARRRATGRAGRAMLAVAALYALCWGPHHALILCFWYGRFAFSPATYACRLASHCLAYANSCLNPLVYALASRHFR
MEKK2mut PB1 HTS: signal of MEK5 binding to mutant human MEKK2 PB1 domain. percent response, % at 10 µM. 0.35% of 290,000 active. bead flow cytometry, Alexa488-MEK5 binding to MEKK2 mutant; in the data active means percent response above about 24%, passing the limit was not always enough; further: inactives centre near 1; some results filed as inactive read as strong as hits; reference of the scale not given here
V1aR counter: counter-screen for oxytocin receptor agonists: human V1a receptor agonists. P37288. CHO-V1R cells, Fluo-8 calcium fluorescence, agonist mode; 0% DMSO, 100% 3 nM vasopressin. activation, % at 3 µM. 0.25% of 320,000 active. AID 2797;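 active means activation above the mean activation of all tested compounds plus 3 SD, per screening run, cut at about 20% in these data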;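 further: signal is peak over basal fluorescence ratio across a 100 second FLIPR read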
Target sequence (P37288 whole entry, looked up): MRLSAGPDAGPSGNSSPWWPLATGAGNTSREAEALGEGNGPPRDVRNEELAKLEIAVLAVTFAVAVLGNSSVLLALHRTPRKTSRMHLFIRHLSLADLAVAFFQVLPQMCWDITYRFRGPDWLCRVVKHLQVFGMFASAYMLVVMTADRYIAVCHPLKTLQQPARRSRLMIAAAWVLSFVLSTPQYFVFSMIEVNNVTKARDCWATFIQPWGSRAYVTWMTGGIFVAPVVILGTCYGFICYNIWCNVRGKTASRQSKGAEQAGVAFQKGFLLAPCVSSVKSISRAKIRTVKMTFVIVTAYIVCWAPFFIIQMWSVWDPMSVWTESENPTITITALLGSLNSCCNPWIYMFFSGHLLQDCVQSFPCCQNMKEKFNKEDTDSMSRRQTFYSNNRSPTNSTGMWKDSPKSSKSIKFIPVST
PHOSPHO1 block: PHOSPHO1 (human) inhibition | Q8TCT1 | recombinant PHOSPHO1, absorbance phosphatase assay | inhibition, % at 13.3 µM | 1.1% of 290,000 active | AID 1565; in the data active means inhibition above about 60%
NALP1 inh: blocks the NALP1 inflammasome reconstituted in yeast; inhibition, % at 10 µM; S. cerevisiae NALP1/ASC/caspase-1 growth, X-gal OD620, 72 h; 0.61% of 280,000 active; in the data active means inhibition mostly above about 24%, no sharp cut-off; inactive means mostly below about 32%; further: some compounds called inactive have numbers as strong as hits
MEKK2 WT-MEK5: raises or lowers MEK5 binding to wildtype human MEKK2 PB1 domain; bead flow cytometry, Alexa488-MEK5 binding to MEKK2 WT; actives lie on both sides; binding response (% of control), % at 10 µM; 1.1% of 290,000 active; AID 1531; in the data active means binding response below about 67% or above about 130%
OXTR agonist: activates the human oxytocin receptor; P30559; CHO-OTR cells, Fluo-8 calcium fluorescence; normalized: DMSO 0%, oxytocin 100%; activation, % at 3 µM; 0.32% of 320,000 active; AID 2435;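 active means activation above the mean of all tested compounds plus 3 SD, cutoff set per screening run, cut at about 20% in these data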;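 further: peak over basal fluorescence ratio from a 100 s FLIPR kinetic read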
Target sequence (P30559 whole entry, looked up): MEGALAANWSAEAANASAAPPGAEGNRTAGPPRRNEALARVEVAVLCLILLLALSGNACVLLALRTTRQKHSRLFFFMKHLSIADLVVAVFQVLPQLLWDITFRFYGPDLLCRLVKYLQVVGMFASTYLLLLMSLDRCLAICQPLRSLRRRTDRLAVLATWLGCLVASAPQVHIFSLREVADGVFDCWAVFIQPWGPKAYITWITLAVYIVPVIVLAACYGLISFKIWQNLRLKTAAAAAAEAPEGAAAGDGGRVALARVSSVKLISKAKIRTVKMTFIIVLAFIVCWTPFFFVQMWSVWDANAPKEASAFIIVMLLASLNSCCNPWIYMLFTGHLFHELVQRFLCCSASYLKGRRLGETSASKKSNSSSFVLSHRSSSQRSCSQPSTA
GPR7 antagonist: blocks human GPR7 receptor signaling | P48145 | GPR7-expressing cells, fluorescence antagonist assay | inhibition, % at 4.4 µM | 1.1% of 290,000 active; in the data active means inhibition above about 16%, passing the limit was not always enough;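 further: cells stimulated with the agonist NPW; 0% = agonist with vehicle and 100% = vehicle without agonist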
* hit, by the source's call; . = no result given. Not a hit list, and some 5.4% of all compounds hit somewhere here.

#1 NC(=O)c1nn(-c2ccccc2)nc1NC(=O)CN1CCCC1
#2 NC(=S)N/N=C1\CCOc2ccc(F)cc21
#3 CCOC(=O)C1=NN(N=O)C2(CC(=O)N(c3cc(C)cc(C)c3)C2=O)C1 (configuration not stated)
#4 COc1ccc(OC(=O)c2ccc(OC)c(S(=O)(=O)N3CCOCC3)c2)cc1
#5 O=C(CCN1CCOCC1)N/N=C/c1cc([N+](=O)[O-])ccc1OC(F)F
#6 COc1ccccc1CN(Cc1cc2cc(C)ccc2[nH]c1=O)Cc1nnnn1CC1CCCO1 (configuration not stated)
#7 O=C(CCCn1nnc2ccccc2c1=O)N[C@H](C(=O)O)c1ccccc1
#8 Cc1ccc(S(=O)(=O)N2CCN(C(=O)CCn3cncn3)CC2)cc1C

screen / no.	1	2	3	4	5	6	7	8
MEKK3 PB1 HTS	106	51	102	104	100	106	104	96
GalR3 antag	-7	3	1	-3	-6	3	0	-7
MEKK2mut PB1 HTS	-1	-41	0	5	-10	2	1	-2
V1aR counter	0.5	-1.2	1.5	.	0.9	2.2	0.9	0.0
PHOSPHO1 block	16	30	47	47	12	-44	34	-9
NALP1 inh	.	30	25	-4	9	26	-1	3
MEKK2 WT-MEK5	102	57	101	108	94	103	99	98
OXTR agonist	-0.1	0.6	0.7	.	-0.8	-1.5	0.8	0.7
GPR7 antagonist	-14	2	8	-9	-13	-1	-6	2

#9 COc1ccc(-c2nc(-n3c(C)c(C(C)=O)c(C(C)=O)c3C)sc2C)cc1
#10 O=C(c1cccc(F)c1)N1CCCc2ccccc21
#11 COc1ccc(C(=O)c2ccc(N(C)C)cc2)c(OC)c1
#12 Cc1c(-c2ccccc2)c(P(=O)(N2CCOCC2)N2CCOCC2)c2ccccn12
#13 CN(C)c1ccc(CNC(=O)CN(C)S(=O)(=O)c2cccc3cccnc23)cc1
#14 O=C(CNC(=O)/C=C/c1ccco1)N=Nc1c(O)[nH]c2ccccc12
#15 O=C(Nc1ccc2nc3n(c(=O)c2c1)CCCCC3)C(=O)N1CCN(c2ccccc2)CC1
#16 CCOc1ccc(N2C(=O)CC(NCC3CCCO3)C2=O)cc1 (configuration not stated)

screen / no.	9	10	11	12	13	14	15	16
MEKK3 PB1 HTS	101	103	98	99	108	102	102	93
GalR3 antag	-4	-4	-9	-2	-1	-7	.	-3
MEKK2mut PB1 HTS	-2	1	-6	5	3	6	0	-10
V1aR counter	2.3	-1.0	0.5	-0.3	-1.0	1.2	-0.1	0.1
PHOSPHO1 block	42	14	26	-7	-4	13	-4	-13
NALP1 inh	4	10	13	-6	1	7	4	-24
MEKK2 WT-MEK5	100	105	96	100	107	104	104	94
OXTR agonist	0.6	-0.1	-1.2	-1.7	-1.3	0.8	-0.1	0.0
GPR7 antagonist	-4	-14	14	2	-16	-10	1	-6

#17 Cc1nn(CC(=O)NCC(C)c2ccccc2)c(=O)c2cccn12 (configuration not stated)
#18 CC(O)[C@H]1CNC(=O)C(=O)N1CCc1cccc2ccccc12 (some centres not stated)
#19 N#Cc1ccc(CSc2nnc(-c3cccc(S(=O)(=O)N4CCCCC4)c3)o2)cc1
#20 O=C(NNS(=O)(=O)c1ccc(F)cc1)c1ccc([N+](=O)[O-])cc1
#21 COc1ccc(Br)cc1S(=O)(=O)n1ccnc1C
#22 COC(=O)C1=C(C)N(CCc2cc(OC)c(OC)c(OC)c2)C(=O)N[C@H]1c1cccs1
#23 CCc1ccccc1NC(=O)c1ccc([N+](=O)[O-])s1
#24 Cc1nc(COC(=O)c2c(C)nn(-c3ccccc3)c2C)cs1

screen / no.	17	18	19	20	21	22	23	24
MEKK3 PB1 HTS	101	96	91	102	104	103	105	98
GalR3 antag	-7	-1	-5	.	-4	.	12	-2
MEKK2mut PB1 HTS	3	1	-9	1	7	-3	-2	0
V1aR counter	0.2	-1.0	0.7	4.3	1.2	1.2	-0.3	-0.5
PHOSPHO1 block	-4	34	-11	.	39	4	24	5
NALP1 inh	5	.	39	0	12	22	0	-1
MEKK2 WT-MEK5	100	95	89	105	110	96	105	103
OXTR agonist	0.1	-0.7	0.2	0.8	0.1	-0.1	-1.7	-2.5
GPR7 antagonist	0	.	1	-8	10	-18	1	-4

#25 N#CCCN(C(=O)COc1ccc(F)cc1Br)c1ccccc1F
#26 CSc1nnc(Cn2c(=O)sc3ccccc32)n1-c1cccc(Cl)c1
#27 CC(C)c1ccc(C(=O)N2CCCN(C(=O)c3ccc(C(C)C)cc3)CC2)cc1
#28 COC(=O)Cn1cnc2c(nnn2-c2ccc(F)cc2)c1=O
#29 Cc1ccc(S(=O)(=O)c2c(C)cc(C)nc2Cl)c(C)c1
#30 COCCCNC(=O)c1sc2ncn(CC(=O)Nc3ccc(C)c(Cl)c3)c(=O)c2c1C
#31 CN(C)S(=O)(=O)c1ccc(Cl)c(C(=O)NC2CCN(Cc3ccccc3)C2)c1 (configuration not stated)
#32 O=C(CN1CCN(c2ccccc2O)CC1)NC(=O)NC1CCCC1

screen / no.	25	26	27	28	29	30	31	32
MEKK3 PB1 HTS	74	84	94	101	97	104	98	.
GalR3 antag	-1	-6	-6	.	-4	-4	-3	-3
MEKK2mut PB1 HTS	-3	-14	-2	2	-1	1	-7	.
V1aR counter	-0.8	-0.2	0.3	0.6	-1.3	1.3	0.7	-0.7
PHOSPHO1 block	40	18	11	-14	-17	4	14	21
NALP1 inh	-7	-21	29	15	33	3	24	24
MEKK2 WT-MEK5	88	87	92	98	100	102	97	.
OXTR agonist	0.2	-1.6	-2.2	-0.4	-1.4	0.8	1.8	-1.8
GPR7 antagonist	-1	6	0	-2	5	-5	4	2

#33 O=C1NC(=Nc2ccccc2)S/C1=C\c1cccn1-c1ccccc1
#34 CCCn1cnc2cc(NC(=O)c3cccs3)ccc21
#35 O=C(CSc1nc2[nH]ncc2c(=O)[nH]1)c1ccc(Cl)cc1
#36 Fc1ccc(-c2ccc(Nc3cccc(F)c3)nn2)cc1
#37 CN(CC(=O)NCc1ccc(Cl)cc1)S(=O)(=O)c1cccs1
#38 COc1cc(OC)c(NC(=O)c2ccco2)cc1Cl
#39 O=c1[nH]c2ccccc2c2oc(CCl)nc12
#40 O=C1Nc2ccccc2/C1=N/c1sc2c(c1C(=O)NCCc1ccccc1)CCCC2

screen / no.	33	34	35	36	37	38	39	40
MEKK3 PB1 HTS	95	100	94	99	101	100	100	.
GalR3 antag	-8	-3	-7	-3	-9	-7	-1	2
MEKK2mut PB1 HTS	-4	-1	-1	-5	-2	6	0	.
V1aR counter	-0.6	2.0	0.2	-0.3	1.1	-0.8	-0.1	-1.2
PHOSPHO1 block	26	24	25	39	2	-10	10	35
NALP1 inh	39*	-25	16	-25	23	8	29	-7
MEKK2 WT-MEK5	90	93	98	98	100	97	98	.
OXTR agonist	-0.8	1.5	1.2	-1.7	0.8	-1.0	0.6	-1.1
GPR7 antagonist	17	5	-5	-3	6	-8	-17	-5

Marked active in NALP1 inh, of those listed so far:
nr	structure	MEKK3 PB1 HTS	GalR3 antag	MEKK2mut PB1 HTS	PHOSPHO1 block	NALP1 inh	MEKK2 WT-MEK5	GPR7 antagonist
33	O=C1NC(=Nc2ccccc2)S/C1=C\c1cccn1-c1ccccc1	95	-8	-4	26	39*	90	17

Going on with the list:
#41 CCCNC(=O)OC[C@H]1O[C@H](CCO/N=C(\C)CCN2CCc3nc(-c4ccccc4)c(-c4ccccc4)cc3C2)C=C[C@@H]1Oc1ccc(OC)cc1
#42 CCOC(=O)C1=C(C)C(c2ccccc2OC)NC(=O)N1 (configuration not stated)
#43 COC(=O)c1ccc(OCC(=O)NC2CCCCCC2)cc1
#44 O=c1c2ccccc2c(-c2ccccc2)nn1-c1ccc(Cl)c(Cl)c1
#45 COc1cc(CNc2ncn[nH]2)ccc1OCc1ccccc1C
#46 O=C(O)CSc1nc(-c2ccccc2)nc2c1oc1ccccc12
#47 COc1cccc(NC(=O)C(C)SCc2ccccc2)c1 (configuration not stated)
#48 CCn1c(SCC(=O)NNC(=O)c2ccc(OC)cc2)nnc1C(C)C

screen / no.	41	42	43	44	45	46	47	48
MEKK3 PB1 HTS	107	104	107	117	105	104	86	102
GalR3 antag	.	0	-2	-4	-4	-4	-3	-9
MEKK2mut PB1 HTS	1	6	11	2	-8	-1	-2	3
V1aR counter	1.0	0.0	2.6	-0.7	-0.3	5.3	-0.8	1.4
PHOSPHO1 block	4	-7	63*	46	45	-6	44	39
NALP1 inh	15	10	3	-1	-3	3	-9	4
MEKK2 WT-MEK5	112	109	109	98	96	104	90	101
OXTR agonist	-0.1	-1.5	0.2	-1.4	1.2	5.8	0.1	0.4
GPR7 antagonist	5	1	-4	-1	6	-5	-6	-8

Five compounds out of the list above, arranged by their value in GalR3 antag, rising:
#	mol	MEKK3 PB1 HTS	GalR3 antag	MEKK2mut PB1 HTS	PHOSPHO1 block	NALP1 inh	MEKK2 WT-MEK5	GPR7 antagonist
48	CCn1c(SCC(=O)NNC(=O)c2ccc(OC)cc2)nnc1C(C)C	102	-9	3	39	4	101	-8
46	O=C(O)CSc1nc(-c2ccccc2)nc2c1oc1ccccc12	104	-4	-1	-6	3	104	-5
47	COc1cccc(NC(=O)C(C)SCc2ccccc2)c1 (configuration not stated)	86	-3	-2	44	-9	90	-6
43	COC(=O)c1ccc(OCC(=O)NC2CCCCCC2)cc1	107	-2	11	63*	3	109	-4
42	CCOC(=O)C1=C(C)C(c2ccccc2OC)NC(=O)N1 (configuration not stated)	104	0	6	-7	10	109	1

(listing goes on)
#49 COc1ccccc1OCC(=O)Nc1ccc(S(=O)(=O)N(C)c2ccccc2)cc1
#50 COc1ccc(OC)c(-c2cc(C(=O)N3CCN(c4ncccn4)CC3)c3ccccc3n2)c1
#51 CC(C)Oc1ccc(CN=C(N)N=C(N)N)cc1Cl
#52 COc1ccc(NC(=O)CSc2nccn2Cc2ccco2)cc1OC
#53 CCOc1ccc(-c2nc(N)ncc2-c2ccc(Cl)cc2)c(O)c1
#54 Cc1cccc(NCc2ccc([N+](=O)[O-])s2)c1
#55 O=C(NNC(=O)c1cc([N+](=O)[O-])ccc1Cl)c1cccnc1
#56 CCC(C)(C)NC(=O)CN(C(=O)CNS(=O)(=O)c1ccc(F)cc1)c1ccc2c(c1)OCCO2

screen / no.	49	50	51	52	53	54	55	56
MEKK3 PB1 HTS	105	96	105	106	97	104	100	101
GalR3 antag	-1	-4	-5	-1	-10	1	1	-4
MEKK2mut PB1 HTS	7	-2	23	11	-1	6	3	-2
V1aR counter	2.4	0.8	-0.3	4.9	-1.0	-0.5	.	-0.6
PHOSPHO1 block	34	46	7	13	.	14	26	4
NALP1 inh	6	4	26	-3	16	7	9	10
MEKK2 WT-MEK5	102	96	116	111	96	107	100	100
OXTR agonist	-0.3	-2.6	-0.7	2.2	-1.8	-1.9	.	0.9
GPR7 antagonist	-15	-13	-10	-4	-13	1	-16	0

#57 CCOC(=O)N1CCC(NC(=O)c2cnn3c(C(F)(F)F)cc(-c4cccc(OC)c4)nc23)CC1
#58 O=C(Nc1ccon1)c1ccccc1F
#59 COc1ccc(CCNC(=O)C(=O)NCc2ccc(Cl)cc2)cc1OC
#60 Cc1cccc(NC(=O)CCC(=O)NCCO)c1
#61 COc1cc(C(C)=O)ccc1Oc1cc(NN2CCCCC2)c([N+](=O)[O-])cc1[N+](=O)[O-]
#62 CC(C)c1ccccc1NS(=O)(=O)N(C)C

screen / no.	57	58	59	60	61	62
MEKK3 PB1 HTS	77	102	100	95	102	89
GalR3 antag	-8	-3	-2	-4	-8	-1
MEKK2mut PB1 HTS	-7	4	-5	-3	1	-13
V1aR counter	1.3	0.4	-0.3	0.3	-0.2	0.7
PHOSPHO1 block	22	31	0	-10	4	30
NALP1 inh	14	8	2	4	19	8
MEKK2 WT-MEK5	81	106	98	102	100	88
OXTR agonist	-0.3	0.8	-1.6	0.4	-1.6	2.7
GPR7 antagonist	.	3	-5	-7	-12	-10
